# RSV CPE inhibition = inhibition of RSV-induced cytopathic effect – HEp-2 cells, primary 10 µM value included (AID 2391) | HEp-2 cells, RSV-induced CPE inhibition; higher % means a stronger effect | CPE inhibition, % at 10 µM; hits with a dose series show IC50 in µM | actives 0.13% (n = 310,000); in the data active = a potency from the dose series; inconclusive = CPE inhibition mostly from about 23% at the one dose, without a potency; inactive = the rest, 99 in 100 with CPE inhibition below about 21%; also: strong numbers were not always called active
# NS5 inhibitors = flavivirus cap methylation enzyme inhibition – biochemical, confirmation dose response, primary screen (AID 588689) | Dengue-2 NS5 methyltransferase capping enzyme assay, biochemical; higher % means a stronger effect | one-dose inhibition, % at 25 µM; IC50 in µM for titrated hits | actives 0.3% (n = 340,000); in the data active = a potency from the dose series; inconclusive = inhibition above about 29% without an active follow-up result
# GPR35 antagonists = inhibition of zaprinast-stimulated GPR35 beta-arrestin translocation – imaging, U2OS, beta-arrestin-GFP, zaprinast agonist, primary screen (AID 2058); U2OS GPR35 beta-arrestin-GFP translocation imaging, zaprinast antagonism; higher % means a stronger effect; inhibition, % at 10 µM; hits with a dose series show IC50 in µM; actives 0.052% (n = 290,000);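 active = inhibition of at least 50% with at least 30 cells and total cytoplasm GFP at most 10,000,000; inconclusive = under 30 cells or total GFP of 10,000,000 plus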
# Autophagy HCS = modulators of autophagy | MEF GFP-LC3 puncta imaging; test concentration mostly 10 µM | calls only at 10 µM (by protocol) | actives 0.98% (n = 190,000);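 active = percentage of spot-positive cells more than 3 SD above its plate mean, without a fluorescence outlier flag or 80% toxicity; inconclusive = no clear call, values can overlap the other calls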;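 also: spot-positive cell cutoff set from DMSO-treated cells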
# AID2073 = inhibitors of Mint1-CaV2.2 protein interaction, biochemical, HTRF (AID 2073) | actives 0.19% (n = 290,000) | inhibition, % at 20 µM, or IC50 in µM where a hit was titrated | HTRF protein-protein interaction, Mint1-CaV2.2; higher % means a stronger effect; in the data active = inhibition mostly above about 51%, no sharp cut-off; inconclusive = no clear call, values can overlap the other calls; inactive = mostly below about 53%; also: some results filed as inactive read as strong as hits
# WT yeast gro inh = growth inhibition of WT yeast, mitochondrial fusion screen. inhibition, % at 10 µM. mitochondrial fusion phenotypic screen, WT strain. actives 2.1% (n = 190,000); in the data active = inhibition above about 58%; tested in S. cerevisiae
# LYP phosphatase = inhibitors of LYP phosphatase, biochemical, fluorescence intensity, uHTS (AID 1779). recombinant LYP phosphatase, fluorescence intensity; higher % means a stronger effect. inhibition, % at 11.5 µM; hits with a dose series show IC50 in µM. actives 0.054% (n = 290,000); in the data active = inhibition above about 50%;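 also: plate controls were vehicle with enzyme for no effect and no enzyme for full effect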
# NTR1 agonist = NTR1-driven beta-arrestin-GFP spot formation – imaging, U2OS cells, high content, primary screen (AID 493036) | P30989 | activation, % at 20 µM | agonist mode | actives 0.17% (n = 330,000);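 active = activation at or above 40% of the spot to cytoplasm intensity ratio, with at least 20 cells analyzed; inconclusive = wells under 20 cells, flagged as cytotoxic or low count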;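 also: 0% = DMSO without peptide and 100% = 100 nM NTR1 peptide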
# Target sequence (P30989 whole entry, looked up): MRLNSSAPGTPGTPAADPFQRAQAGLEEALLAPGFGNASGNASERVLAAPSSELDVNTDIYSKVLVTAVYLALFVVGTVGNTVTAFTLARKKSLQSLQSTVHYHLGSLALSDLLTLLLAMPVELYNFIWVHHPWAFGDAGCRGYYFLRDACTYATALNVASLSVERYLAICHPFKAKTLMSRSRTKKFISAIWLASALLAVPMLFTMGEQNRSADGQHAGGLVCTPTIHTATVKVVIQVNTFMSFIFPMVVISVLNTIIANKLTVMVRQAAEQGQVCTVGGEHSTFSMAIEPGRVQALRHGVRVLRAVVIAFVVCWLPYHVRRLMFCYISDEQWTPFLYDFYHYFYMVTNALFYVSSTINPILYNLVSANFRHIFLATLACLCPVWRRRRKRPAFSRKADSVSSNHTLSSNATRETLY
# UTI89 phage lysis = inhibition of K1F phage lysis, E. coli UTI89, bacterial capsule biogenesis inhibitors, alamar blue (AID 488966). actives 0.02% (n = 340,000). E. coli UTI89 K1F phage lysis, alamar blue, 2 h; higher % means a stronger effect. inhibition, % at 100 µM; hits with a dose series show IC50 in µM;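 active = phage lysis inhibition, versus mean bacterial control, above a set limit; inconclusive = no clear call, values can overlap the other calls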;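 also: capsule biogenesis inhibitors block K1F phage lysis so surviving cells raise fluorescence; higher fluorescence means more inhibition of phage lysis; actives were called in the ten point dose series up to 300 µM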
# WT yeast gro inh mutant strain = also measured in WT yeast gro inh; calls as there; inhibition, %; mitochondrial fusion phenotypic screen, mutant strain inhibition
# Autophagy HCS cell loss 18 h = further read-out of Autophagy HCS, marked with its call; toxicity, %; measured here: cell loss, nuclei count;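 cell loss after 18 h compound exposure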
# NTR1 agonist cell count 20 µM = second read-out of NTR1 agonist, no call of its own (marks repeat the call); cell count; measured here: cell count, cytotoxicity flag
# NS5 inhibitors pilot replicate = second read-out of NS5 inhibitors, no call of its own (marks repeat the call); inhibition, %; measured here: pilot screen replicate inhibition
# * hit, by the source's call; i = inactive; ? = inconclusive; . = no result given; + = active, no number; [ ] = remark or other dose.
# Start of the listing, in advance (10 entries):
SMILES,RSV CPE inhibition,NS5 inhibitors,GPR35 antagonists,Autophagy HCS,Autophagy HCS cell loss 18 h,AID2073,WT yeast gro inh,WT yeast gro inh mutant strain,LYP phosphatase,NTR1 agonist,NTR1 agonist cell count 20 µM,UTI89 phage lysis,others
CC1CC(C)CN(CCCNC(=O)C2CCN(S(=O)(=O)N3CCCCC3)CC2)C1 (centres undefined),-0.5%,-3%,1%,i,7,44%,-13,1,-4%,1.0,49,1.4%,
COc1ccccc1Oc1coc2c(CN3CCOCC3)c(O)ccc2c1=O,0.7%,-7%,-15%,.,.,35%,.,.,-8%,0.6,67,-0.1%,
Cc1ccccc1C(=O)Oc1ccc(-c2csnn2)cc1,.,2%,14%,.,.,3%,.,.,-2%,3.1,33,-0.5%,
Cc1ccn2c(/C=N/OCc3cccc(F)c3)c(-c3ccc(Cl)cc3)nc2c1,3.9%,-6%,5%,i,4,13%,14,-10,5%,3.6,61,-1.0%[50 µM],
CC1=NNC(=O)C1CCC(=O)N/N=C/c1ccc(C)cc1 (centres undefined),1.3%,.,11%,.,.,0%,.,.,-8%,0.0,65,0.2%[50 µM],
CCc1cc(C(=O)NNC(=S)NC(C)c2ccccc2)cs1 (centres undefined),-0.9%,-5%,2%,i,-5,-28%,-1,2,-9%,0.1,63,4.4%,
Cc1oc(-c2ccoc2)nc1CN(CC1CCC(=O)N1)C(C)C (centres undefined),0.7%,0%,5%,i,0,20%,-9,-3,-11%,0.2,48,-0.3%,
COc1cc(C(=O)Nc2nc3ccccc3s2)ccc1OCc1c(C)noc1C,1.7%,-8%,14%,i,6,26%,0,3,-1%,2.8,71,2.0%,
Cc1ccc2nc(NCC(=O)NN)nc(-c3ccccc3)c2c1,.,-3%,0%,.,.,15%,.,.,-8%,1.2,59,0.7%,
O=C(NCC(=O)N1CCN(c2ccc(C(F)(F)F)cn2)CC1)c1ccc(Br)o1,0.2%,-7%,.,.,.,.,.,.,.,-1.2,57,0.6%[50 µM],

# Main list, repeating the preview:
SMILES,RSV CPE inhibition,NS5 inhibitors,GPR35 antagonists,Autophagy HCS,Autophagy HCS cell loss 18 h,AID2073,WT yeast gro inh,WT yeast gro inh mutant strain,LYP phosphatase,NTR1 agonist,NTR1 agonist cell count 20 µM,UTI89 phage lysis,others
CC1CC(C)CN(CCCNC(=O)C2CCN(S(=O)(=O)N3CCCCC3)CC2)C1 (centres undefined),-0.5%,-3%,1%,i,7,44%,-13,1,-4%,1.0,49,1.4%,
COc1ccccc1Oc1coc2c(CN3CCOCC3)c(O)ccc2c1=O,0.7%,-7%,-15%,.,.,35%,.,.,-8%,0.6,67,-0.1%,
Cc1ccccc1C(=O)Oc1ccc(-c2csnn2)cc1,.,2%,14%,.,.,3%,.,.,-2%,3.1,33,-0.5%,
Cc1ccn2c(/C=N/OCc3cccc(F)c3)c(-c3ccc(Cl)cc3)nc2c1,3.9%,-6%,5%,i,4,13%,14,-10,5%,3.6,61,-1.0%[50 µM],
CC1=NNC(=O)C1CCC(=O)N/N=C/c1ccc(C)cc1 (centres undefined),1.3%,.,11%,.,.,0%,.,.,-8%,0.0,65,0.2%[50 µM],
CCc1cc(C(=O)NNC(=S)NC(C)c2ccccc2)cs1 (centres undefined),-0.9%,-5%,2%,i,-5,-28%,-1,2,-9%,0.1,63,4.4%,
Cc1oc(-c2ccoc2)nc1CN(CC1CCC(=O)N1)C(C)C (centres undefined),0.7%,0%,5%,i,0,20%,-9,-3,-11%,0.2,48,-0.3%,
COc1cc(C(=O)Nc2nc3ccccc3s2)ccc1OCc1c(C)noc1C,1.7%,-8%,14%,i,6,26%,0,3,-1%,2.8,71,2.0%,
Cc1ccc2nc(NCC(=O)NN)nc(-c3ccccc3)c2c1,.,-3%,0%,.,.,15%,.,.,-8%,1.2,59,0.7%,
O=C(NCC(=O)N1CCN(c2ccc(C(F)(F)F)cn2)CC1)c1ccc(Br)o1,0.2%,-7%,.,.,.,.,.,.,.,-1.2,57,0.6%[50 µM],
Oc1ccc2ccccc2c1CNc1ccccn1,2.7%,-5%,-11%,.,.,-1%,.,.,-7%,1.1,88,0.0%,
O=C(COc1ccc(F)cc1)Nc1nnc(C2CC2)s1,-0.6%,-1%,.,.,.,.,.,.,.,0.8,74,-1.9%,
COc1ccccc1-c1nnc(C2CCN(S(=O)(=O)c3ccc([N+](=O)[O-])cc3)CC2)o1,2.5%,1%,9%,.,.,3%,.,.,-6%,1.5,54,0.2%,
CCOC(=O)N/N=C/c1cn(Cc2ccc(F)cc2)c2ccccc12,-0.9%,5%,-4%,.,.,-3%,.,.,0%,-0.6,55,0.4%,
Clc1ccc(N/N=C/c2cccs2)nn1,0.4%,-8%,-10%,i,-8,-8%,-3,-5,-5%,0.4,46,0.1%,
CCCNC(=O)c1onc(CSc2ccc(Cl)cc2)c1C(=O)NCC1CC1,0.5%,1%,.,.,.,.,.,.,.,4.0,108,1.5%,
N#C/C(=C(/O)c1ccco1)c1nc2ccccc2[nH]1,-2.4%,-12%,-10%,i,4,3%,-5,-1,4%,-1.7,102,-1.7%,
CN(C)/C=N/c1cnc(C(=O)c2ccc(Cl)cc2)n1C,2.0%,7%,0%,i,6,-3%,-9,-15,4%,-1.6,54,1.4%,
CCC1CCCCN1C(=O)c1c(-c2ccccc2)noc1C (centres undefined),-1.5%,-4%,12%,i,1,42%,1,-10,1%,0.7,45,-0.5%,
O=C(CCCn1c(SCc2cccc([N+](=O)[O-])c2)nc2ccccc2c1=O)NCC1CCCO1 (centres undefined),3.4%,-2%,-10%,i,8,7%,16,-20,-8%,3.5,55,0.5%,
c1ccc([C@H]2CN3CCSC3=N2)cc1,-0.6%,-5%,.,.,.,.,.,.,.,0.1,72,0.9%,
O=c1[nH]n2c(=O)c3c([nH]c2c1N=Nc1cccc(Cl)c1)CCC3,2.7%,11%,-2%,i,-6,0%,4,-13,-6%,.,.,-1.1%[50 µM],
C=Cc1ccc(Cn2nc(-c3ccccc3)ccc2=O)cc1,0.4%,0%,-4%,.,.,2%,.,.,2%,6.0,73,-0.2%,
O=C(O)[C@H]1CCCC[C@H]1C(=O)Nc1ccc(S(=O)(=O)N2CCCCC2)cc1,1.0%,2%,-19%,.,.,6%,.,.,-4%,-1.1,55,0.5%,
O=C(Cn1cccc1C(=O)c1ccccc1)NCc1ccc2c(c1)OCO2,-1.9%,6%,-2%,i,27,0%,.,.,-5%,-1.8,44,-0.5%,
CCN(CC(=O)NCc1cccs1)C(=O)c1ccc(NS(=O)(=O)c2ccc(F)cc2)cc1,-1.9%,1%,.,.,.,.,.,.,.,-1.5,49,1.4%[50 µM],
CCSc1nc2ccccc2n1CC(=O)N1CCOCC1,0.8%,-2%,1%,i,16,-4%,-3,-8,-3%,0.5,88,0.2%,
C=CCN(CC(=O)NC1CCS(=O)(=O)C1)S(=O)(=O)c1ccccc1C(F)(F)F (centres undefined),1.9%,-5%,10%,i,5,-3%,4,-9,-8%,2.4,44,0.1%,
CC(C)Oc1ccc(CNC(=S)Nc2ccccc2)cc1Cl,6.0%,-1%,9%,.,.,-8%,.,.,-8%,-0.4,67,0.4%,
O=S1(=O)CCO[C@H]2Cc3ccccc3[C@H]2N1Cc1ccc(F)cc1,-1.6%,7%,0%,.,.,8%,.,.,-14%,0.5,50,2.2%,
COc1ccc(Cl)cc1NC(=O)NC(C)c1ccncc1 (centres undefined),3.2%,-10%,1%,i,-5,-2%,15,2,-2%,0.7,101,0.1%,NS5 inhibitors pilot replicate=-4.6
CCN(CC(=O)Nc1c(F)cccc1F)C(=O)/C=C/c1cn(Cc2ccccc2)nc1-c1cccnc1,3.4%,-14%,-7%,.,.,18%,.,.,-5%,0.8,84,0.0%,
O=C(Nc1ccccn1)c1csc2c1CCCC2,1.2%,.,-17%,i,-3,6%,72*,58*,-7%,0.8,65,0.3%,
Cc1ccc(/C=C/C(=O)Nc2ccc(N(C)C)cc2)o1,5.0%,-3%,-3%,i,5,-27%,19,3,-2%,-0.2,49,-4.8%,
COC(C(=O)Nc1ccc(Cl)cc1C)c1ccccc1 (centres undefined),1.5%,4%,14%,i,2,-8%,-4,-17,-10%,-3.1,57,-2.5%,
CC1CC(C)CN(CCCNC(=O)Cn2cccc2C(=O)c2ccccc2)C1 (centres undefined),-0.8%,-4%,0%,.,.,3%,.,.,-4%,-2.6,43,0.2%,
Cc1c(C(=O)OCC(=O)N(C)c2ccccc2)oc2ccccc12,2.6%,1%,12%,.,.,3%,.,.,-11%,-0.1,84,1.1%[50 µM],
N#Cc1c(N)nc(Sc2ccc(Cl)cc2)c(C#N)c1-c1ccccc1Cl,21%,12%,-7%,.,.,18%,.,.,9%,14,59,?,
COC(c1ccccc1)c1nnc(CCC(=O)NC2C3CC4CC(C3)CC2C4)o1 (centres undefined),2.5%,-4%,5%,i,-2,-8%,19,14,-6%,-0.9,80,0.1%,
COC(=O)C(=C/C=C/N1CCOCC1)C(=O)OC,0.5%,.,-2%,.,.,16%,.,.,-1%,0.3,46,.,
CCOc1ccc(N2C(=O)c3ccccc3C2O)cc1 (centres undefined),4.1%,-4%,-6%,i,1,18%,0,10,1%,1.2,83,-1.1%,
COCn1c(COc2ccc3ccccc3c2)nc2ccccc21,8.7%,-1%,-12%,i,-4,2%,34,32,-3%,-0.1,42,1.8%,
O=c1[nH]cnc2c1sc1nc(C(F)F)cc(-c3ccccc3)c12,1.8%,1%,.,.,.,.,.,.,.,16,86,0.7%[50 µM],
O=C(C[n+]1ccc(/C=C/c2ccccc2)cc1)c1ccc2c(c1)OCCO2,0.2%,-9%,6%,.,.,-17%,.,.,-7%,-0.1,49,-0.6%,
O=C(CCCC(=O)N(CC(=O)NC1CCCCC1)CC1CCCO1)Nc1ccccn1 (centres undefined),-0.7%,-10%,-4%,i,5,-3%,1,-6,-12%,0.3,28,1.5%,
CCc1nc(CN2CCCC(C(=O)c3ccc4c5c(cccc35)CC4)C2)c(C)[nH]1 (centres undefined),17%,-7%,17%,+,23*,5%,14,17,-10%,-1.4,60,0.4%,
CCc1cccc(C)c1NC(=O)C1CC=CCC1C(=O)O (centres undefined),-1.4%,1%,-6%,i,7,6%,-4,13,-7%,-1.0,43,0.0%,
CC1(c2ccc(OC(F)F)cc2)NC(=O)N(CC(=O)NC2CCCC2)C1=O (centres undefined),1.6%,-2%,.,.,.,.,.,.,.,4.0,56,-0.6%,

# Screening results deposited in PubChem by several laboratories.
